GAA glycogen: qHTS Assay for Inhibitors and Activators of Human alpha-Glucosidase Cleavage of Glycogen; actives 0.38% (n = 300,000); recombinant GAA, glycogen substrate, Amplex Red glucose oxidase fluorescence; Potency, µM (highest dose often 76.4 µM), for inactives: at the top dose activity change, negative = inhibition, hits mostly inhibitors; Lysosomal alpha-glucosidase (Homo sapiens), P10253; active means well fitted inhibition curve with a large enough effect; inconclusive means small, poorly fitted or top-dose-only effect, or another doubt; inactive means no such curve, though single readings can be large or run the other way;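 further: 0% = full enzyme reaction and -100% = no-enzyme basal signal; the screen sought inhibitors and activators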
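Recombinant human alpha-glucosidase (4 nM final) hydrolysed bovine liver glycogen (30 ug) for 40 min at 37 C in pH 5.0 citrate/phosphate with 0.01% Tween-20. Released glucose detected by glucose oxidase/Amplex Red, Ex 573/Em 610 nm. Compounds up to 77 uM; AC50 from Hill fits.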
Starred values were filed as active, the others as inactive; ? = inconclusive; [ ] = remark or other dose. Potency means the concentration at half of the fitted maximal effect. The list is partial (hit frequency here may not be typical).

SMILES | GAA glycogen
Cc1cc(C)cc(N(CC(=O)N2CCCCCC2)S(C)(=O)=O)c1 | 5.2%[76.3 µM]
O=C(CCN1C(=O)/C(=C/c2ccc(Cl)cc2)SC1=S)NCCCn1ccnc1 | -9.2%[76.3 µM]
COc1cccc(-c2cc(CC3(O)CCN(CCCc4ccccc4)CC3)on2)c1 | -7.2%[76.3 µM]
Cc1ccc(CNC(=O)c2c(-c3ccccc3)noc2C)cc1 | 1.7%
COc1ccccc1C(=O)N/C(=C\c1cn(S(=O)(=O)N(C)C)c2ccccc12)C(=O)NCCCN1CCOCC1 | -0.7%[76.3 µM]
CCOCCCNC(=O)Cn1cnc2c(cnn2-c2ccc(F)cc2)c1=O | 14.4%[76.3 µM]
O=S1(=O)CCC(NC2CCCC2)C1 (configuration not stated) | -5.5%
Cc1cccc(NS(=O)(=O)c2ccc(C(=O)NCC(c3ccco3)N(C)C)cc2)c1C (configuration not stated) | -2.7%[76.3 µM]
O=S(=O)(c1ccccc1)N1N=C(c2ccc(O)cc2)CC1c1ccco1 (configuration not stated) | -17.6%[76.3 µM]
Cc1ccc(S(=O)(=O)NCc2ccc3c(c2)OCO3)cc1C | 8.2%[76.3 µM]
CCOC(=O)[C@H]1[C@H]2COc3cc(OC)ccc3[C@@H]2N2C(=O)N(c3ccc(Br)cc3)C(=O)[C@@]12C | 11.1%[76.3 µM]
Cc1ccc(OCC(=O)Nc2ccc3nc(SCC(=O)Nc4ccc(C)cc4C)sc3c2)cc1 | 15.0%[76.3 µM]
CCC(C)Oc1ccc(C(=O)Nc2ccc(CN3CCOCC3)cc2)cc1 (configuration not stated) | -13.4%[76.3 µM]
CC(=O)Oc1ccc(-c2nc3cc(Cl)ccc3c(=O)o2)cc1 | 14.1%[76.3 µM]
Cc1cc(F)ccc1NC(=O)C(c1ccccc1)N1Cc2ccccc2C1=O (configuration not stated) | -8.3%[76.3 µM]
CCC1CCCCN1C(=O)CCC(=O)Nc1nnc(C(F)(F)F)s1 (configuration not stated) | 16.1%[76.3 µM]
CCOC(=O)N1CCN(Cc2nc3cc(NC(=O)c4ccc(OC)cc4)ccc3n2C(C)C)CC1 | 16.5%[76.3 µM]
O=C(COc1ccccc1F)Nc1ccc2nc(SCC(=O)N3CCCC3)sc2c1 | 0.7%[76.3 µM]
CCn1c(CC(=O)Nc2ccc(OC)cc2)nnc1SCC(=O)N1CCOCC1 | 1.0%[76.3 µM]
CCCCCCc1ccc(N2C[C@H](Cc3ccccc3)[C@@H](CC(=O)NCc3ccc(OC)cc3)C2=O)cc1 | -0.5%[76.3 µM]
CSc1nc(NS(=O)(=O)c2ccc(F)cc2F)nn1C | -7.2%[76.3 µM]
COc1cc(C(=O)NC(C)c2ccc(S(N)(=O)=O)cc2)ccc1OCC(=O)N1CCOCC1 (configuration not stated) | -6.3%[76.3 µM]
O=C(c1ccc2nc[nH]c2c1)N1CCN(c2ncc(C(F)(F)F)cc2Cl)CC1 | -1.4%[76.3 µM]
O=C(NCc1ccncc1)C1CCCN(S(=O)(=O)c2ccc(Br)cc2)C1 (configuration not stated) | 1.4%[76.3 µM]
Cc1ccccc1S(=O)Cc1ccc(C(=O)NCCN2CCOCC2)o1 (configuration not stated) | -7.3%[76.3 µM]
O=C(Nc1ccc(F)cc1)c1cccc(N2C(=O)C3C4C=CC(C5CC45)C3C2=O)c1 (configuration not stated) | 7.0%[76.3 µM]
CCn1c(CNC(=O)c2ccccc2Cl)cc2ccccc21 | -13.2%[76.3 µM]
CCOCCCNC(=O)c1cc2c(=O)n(CC)c3ccccc3c2s1 | 3.6%
CCc1c(C)nc(SCC(=O)NNC(=O)c2ccco2)[nH]c1=O | -6.5%[76.3 µM]
COC(=O)c1cccc(NC(=O)CC2C(=O)NCCN2C(=O)Nc2ccccc2)c1 (configuration not stated) | -0.2%[76.3 µM]

Some of the entries so far, with the structure last:
GAA glycogen	mol
-1.4%[76.3 µM]	O=C(c1ccc2nc[nH]c2c1)N1CCN(c2ncc(C(F)(F)F)cc2Cl)CC1
1.4%[76.3 µM]	O=C(NCc1ccncc1)C1CCCN(S(=O)(=O)c2ccc(Br)cc2)C1 (configuration not stated)
-7.3%[76.3 µM]	Cc1ccccc1S(=O)Cc1ccc(C(=O)NCCN2CCOCC2)o1 (configuration not stated)
7.0%[76.3 µM]	O=C(Nc1ccc(F)cc1)c1cccc(N2C(=O)C3C4C=CC(C5CC45)C3C2=O)c1 (configuration not stated)
-13.2%[76.3 µM]	CCn1c(CNC(=O)c2ccccc2Cl)cc2ccccc21

Next section:
SMILES | GAA glycogen
Cc1cc(C)cc(NC(=S)NC(=O)C2CC2)c1 | 2.2%[76.3 µM]
COCCNC(=O)c1cccc(OC2CCN(Cc3ccccc3OC(F)F)CC2)c1 | 0.3%[76.3 µM]
CCOC(=O)C1CCN(CC(O)COCc2ccccc2)CC1 (configuration not stated) | 1.4%
COCCOC1CCN(C(=O)C2CCC(=O)N(CCc3cccc(F)c3)C2)CC1 (configuration not stated) | 0.6%[76.3 µM]
COc1cccc(C2C(C#N)=C(N)N(N(C)C)C3=C2C(=O)CCC3)c1OC (configuration not stated) | ?
CC(=O)c1cccc(OCc2cc(C(=O)NC(C)Cc3cccnc3)no2)c1 (configuration not stated) | -2.3%[76.3 µM]
O=C(NCCCN1CCCC1=O)c1cn(-c2ccccc2)nc1-c1ccccc1 | -0.8%[76.3 µM]
O=C(NCc1ccc(F)cc1)C1CCCN(S(=O)(=O)c2cccc3nonc23)C1 (configuration not stated) | -11.3%[76.3 µM]
Cc1cccc(NC(=O)c2ccc3[nH]c(C)cc(=O)c3c2)c1 | -0.3%[76.3 µM]
Cc1cc(C)c(S(=O)(=O)Nc2ccc(O)c(Sc3ncn[nH]3)c2)cc1C | ?
CCOC(=O)C1=C(C)N=c2s/c(=C\c3ccc(C(=O)O)cc3)c(=O)n2C1c1ccc(F)cc1 (configuration not stated) | 2.7%
CC(C)Oc1ccc(CNC(=S)Nc2ccccc2)cc1Cl | -17.9%[76.3 µM]
Cc1ccccc1C(=O)Nc1cccc(NC(=O)c2ccc(F)cc2)c1 | 2.5%
CCCC(NS(=O)(=O)c1ccc(-c2ccc(=O)[nH]n2)s1)c1cccs1 (configuration not stated) | -10.1%[76.3 µM]
CC(=O)Nc1ccc(S(=O)(=O)Nc2ccc(Cl)cn2)cc1 | 16.1%[76.3 µM]
Cc1ccc(S(=O)(=O)N2CCN(C(=O)N3CCOCC3)CC2)c(C)c1 | 4.2%[76.3 µM]
COc1ccc(C2C(C(=O)c3cccs3)=C(O)C(=O)N2CCN2CCOCC2)c(OC)c1 (configuration not stated) | -3.0%
COC(=O)c1c(C)sc(-c2c(-c3ccc4c(c3)OCCO4)[nH]c3[nH]c(=O)[nH]c(=O)c23)c1O | 25.1µM*
COc1ccc(CCN2CC(C(=O)NCc3nc(C)c(C)s3)CCC2=O)cc1 (configuration not stated) | -5.8%[76.3 µM]
O=C(O)c1ccccc1-c1ccccc1C(=O)NCc1ccccc1F | 19.6%[76.3 µM]
CCCCN(C(=O)c1cc(CC)c(C)s1)c1c(N)n(CC(C)C)c(=O)[nH]c1=O | 0.2%[76.3 µM]
COC(=O)c1cc(S(=O)(=O)NCc2cccc(OC)c2)cn1C | -7.7%[76.3 µM]
O=C(CNC(=O)c1ccc(Cl)cc1)OCCCOC(=O)CNC(=O)c1ccc(Cl)cc1 | 0.1%[76.3 µM]
c1ccc(CCNc2cnccn2)cc1 | -4.0%
CC(=O)Nc1ccc(S(=O)(=O)NCCc2c[nH]c3ccc(C)cc23)cc1 | 12.2%[76.3 µM]
COc1cc2c(cc1OC)CN(C(=O)CCOc1ccccc1)CC2 | 2.3%
CCOC(=O)[C@@H]1[C@H]2COc3ccc(Br)cc3[C@@H]2N2C(=O)N(c3ccc(C)cc3)C(=O)[C@]12C | -6.0%[76.3 µM]
COc1ccc(Br)cc1/C=N/N1C(=O)CSC1=S | 4.6%
CCC1CN(C(=O)N2CCC(C(=O)NCc3cccs3)CC2)c2ccccc2O1 (configuration not stated) | 12.7%[76.3 µM]
Cc1ccc(C(=O)N2CCN(Cc3ccccc3)CC2)o1 | -4.4%[76.3 µM]

SMILES | GAA glycogen
CCCNC(=S)NNC(=O)c1cc(-c2cccnc2)nc2ccccc12 | 8.0%[76.3 µM]
CC(C)CC(=O)N(c1nnc(-c2cccnc2)s1)C1CCCC1 | -1.6%[76.3 µM]
O=C(Nc1nc(-c2ccc(Br)cc2)ns1)c1ccccc1F | -7.6%[76.3 µM]
Cc1ccc(CNC(=O)c2cc3cc(Br)ccc3oc2=N)cc1 | 0.4%[76.3 µM]
COc1ccc(NC2CCCN(Cc3cccc4cnccc34)C2)cc1OC (configuration not stated) | -2.7%[76.3 µM]
O=S(=O)(NCCc1c[nH]c2ccccc12)c1ccccc1 | -5.9%
Cc1ccc(S(=O)(=O)NCc2ccc(N3CCN(C(=O)OC(C)(C)C)CC3)cc2)cc1 | 4.6%[76.3 µM]
COc1ccc(CN(CCN)C2CC(C)N(C)CC2C)cc1 (configuration not stated) | 3.0%[76.3 µM]
CN(C)c1ccc(N=Nc2ccc(C(=O)O)cc2)cc1 | -7.1%
Cc1ccccc1OCc1nnc(SCC(=O)O)n1-c1ccccc1 | -5.5%[76.3 µM]
O=C(NC1CCCCC1)C1CC(=O)N(CCc2ccc(F)cc2)C1 (configuration not stated) | 1.2%[76.3 µM]
COc1ccccc1C(=O)NCCCNC(=O)c1ccccn1 | -5.0%
CCOC(=O)N1CCN(CC(=O)Nc2nnc(C(F)(F)F)s2)CC1 | 14.2%[76.3 µM]
CCc1cc(=O)oc2cc(C)cc(OCC(=O)NCCc3c[nH]c4ccccc34)c12 | -8.3%[76.3 µM]
Cc1cc(NC(=O)CSc2nnc(C)n2C)no1 | 2.1%
Cc1ccc(NC(=O)N2CCN(C(=O)c3ccco3)CC2)cc1Cl | 0.7%[76.3 µM]
COc1ccc(CNC(=O)C(C)n2nc(C)c3c(C)n(-c4ccc(C)cc4)nc3c2=O)cc1 (configuration not stated) | -2.5%[76.3 µM]
O=C(N/N=C/c1ccccn1)c1cc(-c2ccc(Br)s2)[nH]n1 | -2.0%[76.3 µM]
CCOC(=O)Nc1ccc2c(c1)N(CCCN(C)C)c1ccccc1CC2 | -6.2%[76.3 µM]
CC[n+]1ccccc1/C=C1\Sc2ccc(C)cc2N1C | 2.1%
O=C(O)CC(NC(=O)CCc1ccccc1)c1ccc(Cl)cc1 (configuration not stated) | 4.9%
O=C(COc1ccc(F)cc1)Nc1ccc2nc(SCCOc3ccccc3)sc2c1 | 14.9%[76.3 µM]
COC(=O)C(Cc1ccccc1)NC(=O)CNC(=O)c1ccc(Br)cc1 (configuration not stated) | 3.1%
COc1cccc(NC(=O)NC2(C(=O)N3CCN(C)CC3)CCCCC2)c1 | 6.7%[76.3 µM]
Cc1ccc(S(=O)(=O)NC(CC(C)C)C(=O)N2CCOCCOCCOCCOCC2)cc1 (configuration not stated) | 3.7%
O=C(Nc1ccc(N2CCN(C(=O)c3ccccc3)CC2)cc1)c1cc([N+](=O)[O-])ccc1N1CCOCC1 | -9.8%[76.3 µM]
CCc1ccc(N(CC)C(=O)c2sc3nc4n(c(=O)c3c2C)CCCC4)cc1 | -21.6%[76.3 µM]
CCc1noc(-c2ccc(N3CCC(C)CC3)c([N+](=O)[O-])c2)n1 | 3.0%[76.3 µM]
CCc1nc(-c2cc(S(=O)(=O)N3CCN(c4ccc(OC)cc4)CC3)ccc2OC)no1 | -17.5%[76.3 µM]
O=[N+]([O-])c1ccc2c(c1)nc(CO)n2Cc1ccccc1 | 10.4%[76.3 µM]

SMILES | GAA glycogen
CNC(=O)/C(C#N)=C/c1c(N2CCN(c3ccc(OC)cc3)CC2)nc2c(C)cccn2c1=O | -1.2%
O=C(Nc1ccc(F)cc1F)c1ccc2nc(N3CCOCC3)sc2c1 | 12.0%[76.3 µM]
Cc1ccc(/C=C2/Sc3ccc(C(=O)N4CCN(C)CC4)cc3NC2=O)cc1 | 7.5%[76.3 µM]
Cc1cccc(NC(=S)NCCc2ccc(Cl)cc2)c1C | -17.9%[76.3 µM]
Cc1cc(C(F)(F)Cl)n2ncc(-c3ccccn3)c2n1 | -3.5%
COc1cc(CNc2nnnn2C)cc(OC)c1OC | 10.8%[76.3 µM]
COc1cc(OC)c(N(C)C(=O)C2CCCN(c3ncnc4c3nc3n4CCCCC3)C2)cc1Cl (configuration not stated) | 12.8%[76.3 µM]
CCN(c1cccc(C)c1)S(=O)(=O)c1cc2c(cc1C)n(C)c(=O)c(=O)n2C | -16.2%[76.3 µM]
COCC(=O)N1CCC(n2nccc2NC(=O)c2ccccc2OC)CC1 | -9.5%[76.3 µM]
Cc1cc(=O)oc2c(C)c(OC(C)C(=O)NCCN3CCOCC3)ccc12 (configuration not stated) | 2.1%[76.3 µM]
Cc1cnc(C(=O)NCCc2ccc(C(F)(F)F)cc2)cn1 | 2.4%
O=S(=O)(NCC1CCCO1)c1ccc(NS(=O)(=O)c2ccc(F)cc2)cc1 (configuration not stated) | 8.3%

Compounds above that have a CF3 group (four):
SMILES | GAA glycogen
CCC1CCCCN1C(=O)CCC(=O)Nc1nnc(C(F)(F)F)s1 (configuration not stated) | 16.1%[76.3 µM]
O=C(c1ccc2nc[nH]c2c1)N1CCN(c2ncc(C(F)(F)F)cc2Cl)CC1 | -1.4%[76.3 µM]
CCOC(=O)N1CCN(CC(=O)Nc2nnc(C(F)(F)F)s2)CC1 | 14.2%[76.3 µM]
Cc1cnc(C(=O)NCCc2ccc(C(F)(F)F)cc2)cn1 | 2.4%

Assay outcomes (PubChem BioAssay)
